DT40 TDP1 CPT = DT40-hTDP1 cell growth loss with CPT; chicken DT40 Tdp1-/-;hTDP1 cells + 20 nM CPT, ATP luminescence, 48 h; hit rate 12% among 420,000; Potency, µM (series often up to 46.2 µM), inactives show top-dose activity change, negative = growth inhibition, most hits filed as inhibitors; AID 686979; also: nearly all actives have a fitted effect of over 55% in size
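Chicken DT40 Tdp1-/- cells stably complemented with human TDP1 were seeded at 400 cells/well in medium containing 20 nM camptothecin, exposed to pin-transferred compounds, and grown at 37 °C for at least 48 hr. Viability was read as ATP luminescence.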
DT40 TDP1 no CPT = qHTS for Inhibitors of human tyrosyl-DNA phosphodiesterase 1 (TDP1): qHTS in cells in absence of CPT | DT40 Tdp1-/- hTDP1 cells, no CPT, ATP luminescence, 48 h | Potency, µM (series often up to 46.2 µM), for the others: at the highest dose activity change, negative = growth inhibition, usual class: inhibitors | hit rate 15% among 420,000; also: nearly all actives have a fitted effect of over 55% in size
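A cellular qHTS used chicken DT40 cells lacking endogenous Tdp1 but carrying stably transfected human TDP1. Compounds were applied without camptothecin, and cell growth kinetics were judged by ATP-dependent luminescence after ≥48 hr.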
TDP1 block = blocks human tyrosyl-DNA phosphodiesterase 1; recombinant TDP1, AlphaScreen DNA substrate cleavage; hit rate 0.28% among 350,000; Q9NUW8; Potency, µM (doses to about 130 µM), for inactives: at the highest dose activity change, negative = inhibition, actives largely listed as inhibitors; also: nearly all actives have a fitted effect of over 40% in size
Target sequence (Q9NUW8 whole entry, looked up): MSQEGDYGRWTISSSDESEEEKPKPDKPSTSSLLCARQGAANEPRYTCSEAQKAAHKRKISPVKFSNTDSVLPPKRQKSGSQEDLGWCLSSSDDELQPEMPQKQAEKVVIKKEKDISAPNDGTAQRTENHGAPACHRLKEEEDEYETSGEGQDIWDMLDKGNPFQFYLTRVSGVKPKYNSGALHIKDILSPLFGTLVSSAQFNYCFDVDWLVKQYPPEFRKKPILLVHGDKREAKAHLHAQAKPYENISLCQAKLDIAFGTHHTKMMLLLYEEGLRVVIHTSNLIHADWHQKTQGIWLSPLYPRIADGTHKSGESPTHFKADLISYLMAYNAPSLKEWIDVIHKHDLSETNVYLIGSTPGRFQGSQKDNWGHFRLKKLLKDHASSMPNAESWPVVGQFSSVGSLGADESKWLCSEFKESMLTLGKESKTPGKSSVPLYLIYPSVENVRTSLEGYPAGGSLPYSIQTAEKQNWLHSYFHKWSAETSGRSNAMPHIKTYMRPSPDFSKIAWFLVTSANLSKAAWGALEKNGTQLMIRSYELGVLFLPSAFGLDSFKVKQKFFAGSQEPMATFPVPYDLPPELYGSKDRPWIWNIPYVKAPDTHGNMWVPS
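Steps: enzyme plus compound, 15 min RT; add biotin/phosphotyrosine-FITC oligonucleotide (15 nM final), react 5 min; add donor/acceptor beads (10 ug/ml final), 10 min; read AlphaScreen. Tdp1 at 1 nM final.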
* = called active by the depositor; ? = inconclusive; . = no result given; ! = repeats disagree; [ ] = dose if it differs, or a comment. Calls follow the shape of the dose curve; as a rule, active = well fitted curve in the direction sought with a large enough effect; inconclusive = small, poorly fitted or top-dose-only effect, or another doubt; inactive = no such curve, though single readings can be large; an effect the other way counts as inactive or inconclusive. % is scaled to controls: 0 for no effect and ±100 for the full control effect; potency is read from the fitted curve at half-maximal effect.

smiles,DT40 TDP1 CPT,DT40 TDP1 no CPT,TDP1 block
Cc1ccc(-c2noc(CCCc3ccccc3)n2)cc1,-6%,-23%,.
COc1ccc(C2=NOC(C)(c3nnc(Cc4ccccc4)o3)C2)cc1 (stereo not given),-4%,-4%,.
COCC(C)N=C1NN=C(c2cc(C)n(Cc3ccccc3Cl)c2C)CS1 (stereo not given),13µM*,12µM*,9%
Cc1[nH]c(C(=O)N/N=C/c2ccc(N(C)C)cc2)c(C)c1C(=O)N/N=C/c1ccc(N(C)C)cc1,-22%,-13%,5%
CC(C)NC(=O)C(c1ccc(F)cc1)N(C(=O)CCC(=O)Nc1ccccn1)c1cccc(F)c1 (stereo not given),?,-12%,6%
Cc1cc(NC(=O)CN2CCCC(C)C2)n(-c2nc3ccccc3s2)n1 (stereo not given),?,?,4%
O=C(CSc1ccccc1C(=O)NCCCN1CCCC1=O)NCc1ccco1,5%,-37%,10%
CCCNC(=O)CSc1nc(Cc2ccccc2)nc2ccccc12,?,?,7%
O=C(COC(=O)C1(c2ccc(F)cc2)CCCC1)NCc1ccc2c(c1)OCO2,?,?,0%
CCN1/C(=C/c2ccc3cc(C)ccc3[n+]2CC)Sc2ccccc21,0.065µM*,0.058µM*,3%
CC(C)Oc1ccc(N2CC(C(=O)OCC(=O)NCc3ccccc3)CC2=O)cc1 (stereo not given),1%,-2%,5%
CCOC(=O)c1[nH]c(C)c(CN(CCc2ccccc2)S(C)(=O)=O)c1C,?,-8%,2%
O=C(CCc1ccccc1)NC1CCS(=O)(=O)C1 (stereo not given),11%,17%,-10%[0.505 µM]
COc1ccc(-c2cn(Cc3ccc(C(=O)c4ccccc4)cc3)nn2)cc1,2.1µM*,7.3µM*,.
COc1ccc(CCC(=O)NC(C)C2CCCO2)cc1 (stereo not given),17%,-9%,.
O=C(CCNS(=O)(=O)c1ccc(Cl)cc1)N1CCOCC1,6%,14%,9%[56.1 µM]
Cc1nc2ccc(Br)cn2c1NC(C)(C)C,-20%,-23%,2%[56.1 µM]
COc1ccccc1-c1ccc(C(=O)O)o1,-14%,-15%,?
Cc1ccc(NC(=O)c2cccc(-n3cnnn3)c2)cc1Cl,-18%,-16%,0%[56.1 µM]
CC[C@]12c3[nH]c4cc(-c5ccco5)ccc4c3CCN1C(=O)[C@@H](CC(=O)NCCCN(C)C)C[C@@H]2C(=O)N1CCN(C(=O)c2ccco2)CC1,-4%,-25%,.
COc1ccc(N2CCN(Cc3cc4c(cc3O)CCC4)CC2)cc1,26µM*,21µM*,11%
c1ccc2c(c1)ncc1cccn12,-2%,-6%,4%
COc1ccccc1C(=O)OCc1cc(=O)n2nc(C(C)C)sc2n1,8%,0%,-2%
CN(CC(=O)Nc1c(Cl)cccc1Cl)C(=O)C1CSC2(C)CCC(=O)N12 (stereo not given),-21%,8%,.
Cc1ccc(C2=NN=C(NC(=O)CSc3nnc4c5ccccc5n(C)c4n3)SC2)cc1,10µM*,9.2µM*,3%
O=C(CCc1cn(Cc2ccc(F)cc2)c2ccccc12)N1CCOCC1,-21%,-9%,.
Cc1ccnc(NC(=O)C2CCN(S(=O)(=O)c3c(C)c(C)cc(C)c3C)CC2)c1,26%,-18%,2%
NC(=O)CSc1nnc2n(N)c(=O)c3ccccc3n12,1%,26%,.
CCOc1ccc(N2C(=O)CC(N3CCN(C(=O)c4ccco4)CC3)C2=O)cc1 (stereo not given),-3%,?,-4%
CCCCOC(=O)CSc1ncnc2sc3c(c12)CCC(C)C3 (stereo not given),-16%,?,.
Cc1ccc(-n2ncc(C(=O)NC3CCN(Cc4ccccc4)CC3)c2C2CCN(C(=O)OC(C)(C)C)CC2)cc1C,21µM*,15µM*,4%
CCOc1ccc(C(=O)NCCCCNC(=O)c2ccc(OCC)cc2)cc1,5%,-3%,2%
O=C(NCc1cc(Cl)cc(Cl)c1)c1csc([C@@H]2O[C@H](CO)[C@H](O)[C@H](O)[C@H]2O)n1,-22%,0%,.
CCCn1c(O)c(N=NC(=O)CNC(=O)c2cccnc2)c2ccccc21,-21%,-11%,0%
O=C(N/N=C/c1ccccn1)c1cc(-c2ccc(Br)cc2)nc2ccccc12,2.6µM*,1.8µM*,6%
O=C(O)c1cccc2c1/C(=N/O)c1ccccc1-2,-1%,?,.
CCOc1ccc(C(=O)Cc2ccc3oc(C(=O)O)cc3c2)c(O)c1,-11%,-4%,-1%
COc1cccc(Cn2c(CNS(=O)(=O)c3ccc(F)c(Cl)c3)nc3cccnc32)c1,?,10µM*,7%
C[C@]12CCC(=O)C=C1CC[C@H]1[C@@H]3CC[C@](O)(C(=O)CO)[C@@]3(C)C[C@H](O)[C@@]12F,?,27µM*!,.
O=C(CCN1C(=O)/C(=C/c2ccccc2Cl)SC1=S)NN1CCOCC1,?,?,-2%
S=c1[nH]nc(-c2ccco2)n1/N=C/c1c(Cl)cccc1Cl,2%,-11%,.
CCC1(C2CCN(C(=O)c3ccc4ccccc4c3)CC2)NC(=O)N(CCc2scnc2C)C1=O (stereo not given),-4%[9.04 µM],-20%,.
C=CCOc1ccccc1CNc1cccc(F)c1,?,-28%,3%
CCOC(=O)/C(C#N)=C\C1=C(N2CCOCC2)CC(C)(C)OC1,3%,0%,-1%
Nc1ccc(CCS(N)(=O)=O)cc1,-5%,-18%,2%
Cc1ccc2nc(-c3ccccc3C)c(CN(CC3CCCO3)C(=O)c3cccs3)cc2c1 (stereo not given),-6%,-9%,.
COC(=O)c1ccc(S(=O)(=O)N2CCC(O)CC2)n1C,-18%,-7%,.
COc1ccc(OC)c(S(=O)(=O)N2CCC(C(=O)N3CCCCCC3)CC2)c1,2%,-12%,.
COc1cccc(N2CCN(c3ccc(S(=O)(=O)N4CCCC4)cc3)CC2)c1,-19%,-15%,-4%
c1coc(C2=NCCc3ccccc32)c1,-13%,3%,.
C[C@@H](c1ccccc1)N1C[C@H](COCc2ccccc2)Oc2cc(N3CC[C@@H](N(C)C)C3)ccc2S1(=O)=O,?,?,.
O=C(Nc1ccnn1C1CCN(Cc2ccc3nonc3c2)CC1)c1cccc(F)c1,?,-20%,2%
COc1cccc(CN(C)CC(=O)Nc2sc3c(c2C#N)CCC3)c1OC,-19%,9%,7%
O=C(Cc1ccc(Cl)cc1)NCCS(=O)(=O)N1CCN(c2ccccc2)CC1,?,?,10%
COC(=O)c1cc(-c2ccc(Cl)cc2)c2c(=O)[nH]c(=O)n(C)c2n1,4%,-14%,3%
COCc1cnc(C)nc1N,7%,-17%,0%
C#CCOCCOCCOCCNc1nc(N2CCN(C(=O)[C@H](Cc3cc4ccccc4[nH]3)n3cc([C@@H](N)Cc4ccc(O)cc4)nn3)CC2)nc(N2CCN(C(=O)[C@H](Cc3cc4ccccc4[nH]3)n3cc([C@@H](N)CC(C)C)nn3)CC2)n1,-2%,-12%,9%
OC1(c2ccccc2)c2ccccc2-c2ncccc21 (stereo not given),-22%,-19%,-1%
O=C(NN=C1CCN(Cc2ccccc2)CC1)c1cccc(S(=O)(=O)Nc2ccccc2Cl)c1,-3%,5%,2%
O=C(Nc1c(F)cc(F)cc1Br)c1cc(S(=O)(=O)N2CCN(c3ccccn3)CC2)ccc1F,?,26µM*,7%

The listing continues.
smiles,DT40 TDP1 CPT,DT40 TDP1 no CPT,TDP1 block
Cc1ccc(C(=O)NCC(=O)OCC(=O)c2ccc(Cl)s2)cc1,6%,1%,.
CSc1nnc(NC(=O)Cc2coc3cc(C)ccc23)s1,-4%,?,9%
COc1ccccc1NC(=O)Nc1nc(CC(=O)Nc2ccc(F)c(F)c2)cs1,?,15µM*,-8%
CCn1nnc(-c2ccccc2NC(=O)c2ccc(-n3cnnn3)cc2)n1,-4%,?,3%
Cc1ccc(S(=O)(=O)N2CCCCC2)cc1NC(=O)Cn1cc(C(F)(F)F)ccc1=O,-20%,1%,1%
CCN(CC(=O)Nc1ccc(OC)cc1)C(=O)CCc1nc2ccccc2c(=O)[nH]1,?,-15%,5%
Cn1ccc2c(N3CCCCCC3)cc3c(c21)C1CCC3C1 (stereo not given),15µM*,12µM*,.
Cc1onc(-c2ccccc2)c1C(=O)Nc1c(C)n(C)n(-c2ccccc2)c1=O,-15%,-23%,6%
CC1CCCC(NC(=O)CSc2nnc(-c3cccnc3)n2N)C1C (stereo not given),1%,2%,0%
S=C(Nc1ccc(Cl)c(Cl)c1)NN1CCOCC1,-1%,-10%,-3%
COc1ccc(-n2ccnc2CN2CCN(C3CCCC3)C(CCO)C2)cc1 (stereo not given),-12%,3%,-8%
Cc1c(Cl)cccc1Nc1nc(N)nc(CN2CCCCCC2)n1,?,-20%,4%
COCCNC(=O)C(c1ccncc1)N(C(=O)Cn1nnc2ccccc21)c1ccc(OC)cc1 (stereo not given),0%,20%,3%
O=C(/C=C/c1ccco1)Nc1cccnc1,5%,11%,3%
COc1cccc(/C=C/C(=C2/C(=O)N(c3ccccc3)N=C2C)c2ccccc2)c1OC,0%,-3%,11%
O=C(CSc1ncnc2scc(-c3ccccc3)c12)NCc1ccc2c(c1)OCO2,-5%,5%,3%
O=C(COC(=O)[C@@H]1CC(O)CN1S(=O)(=O)c1ccc2c(c1)OCCO2)NCc1ccc(F)cc1 (stereo not given in full),-9%,-20%,8%
CN1CCCN(C(=O)CNC(=O)c2ccc(Cl)cc2Cl)CC1,3%,-2%,0%
COc1ccc(-n2ccnc2SCC(=O)Nc2ccc(OC)cc2OC)cc1,?,?,5%
COC(=O)c1cccc(NC(=O)CN2CCOCC2)c1,1%,-4%,6%

The list goes on.
SMILES	DT40 TDP1 CPT	DT40 TDP1 no CPT	TDP1 block
O=C(CCC(=O)N(CC(=O)NC1CCCCC1)Cc1ccccc1)Nc1nccs1	7%	-25%	.
C/C(=N\Nc1nc(C)cc(-c2ccccc2)n1)c1ccc(C)o1	?	4.6µM*	4%
COc1ccc(NC(=O)c2ccc(NS(=O)(=O)c3c(C)noc3C)cc2)cc1OC	-1%	-7%	6%
CCC(C)N(C(=O)CSc1nnc(COc2ccccc2F)n1N)C1CCS(=O)(=O)C1 (stereo not given)	0%	-11%	-5%
CC(=O)NC(CC(=O)NC1CCCCCC1)c1ccccc1 (stereo not given)	7%	-18%	3%
CC1CCCC(C)N1NC(=O)Cc1ccccc1 (stereo not given)	-4%	-21%	5%
COc1ccc(CNCCSc2nnnn2-c2ccccc2)c(OC)c1	?	?	4%
Cc1ccc(-n2ncc3c(N4CCC(C(N)=O)CC4)ncnc32)cc1	-1%	20%	3%
O=C(CSCc1ccccc1F)NCc1ccc(F)cc1	14%	-14%	2%
CN(C)S(=O)(=O)c1cc(NC(=O)CN2CCN(c3ccc(O)cc3)CC2)ccc1Cl	-7%	-8%	5%
Cc1cc(C)c(C#N)c(N2CCN(c3ccccc3F)CC2)n1	7%	-8%	-10%
CCOC(=O)[C@]12CCCC=C1N(Cc1ccc(Cl)cc1Cl)C(=O)[C@H](CC(=O)NCc1ccc(C)o1)C2	?	?	.

Rewritten with two lines to a compound: 5 of the compounds above.
Screens in order: DT40 TDP1 CPT	DT40 TDP1 no CPT	TDP1 block
C/C(=N\Nc1nc(C)cc(-c2ccccc2)n1)c1ccc(C)o1
  ?	4.6µM*	4%
COc1ccc(NC(=O)c2ccc(NS(=O)(=O)c3c(C)noc3C)cc2)cc1OC
  -1%	-7%	6%
CN(C)S(=O)(=O)c1cc(NC(=O)CN2CCN(c3ccc(O)cc3)CC2)ccc1Cl
  -7%	-8%	5%
CC1CCCC(C)N1NC(=O)Cc1ccccc1 (stereo not given)
  -4%	-21%	5%
CCOC(=O)[C@]12CCCC=C1N(Cc1ccc(Cl)cc1Cl)C(=O)[C@H](CC(=O)NCc1ccc(C)o1)C2
  ?	?	.

Additional entries
SMILES	DT40 TDP1 CPT	DT40 TDP1 no CPT	TDP1 block
NC(=O)c1nc(-c2ccco2)nc2c1[nH]c(=O)n2-c1ccc(Cl)c(Cl)c1	-15%	-27%	-9%
COc1ccc2[nH]cc(CCNC(=O)Cc3ccc(Br)cc3)c2c1	-9%	-7%	7%
Cc1cc(C)c(S(=O)(=O)c2cccc(C(F)(F)F)c2)c(=O)[nH]1	13%	-8%	.
Cc1ccc(C)c(Cn2c(=O)n(CCC(=O)NCc3ccco3)c(=O)c3ccccc32)c1	17%	-20%	6%
Cc1ccc(-c2noc(CCC(=O)Nc3ccc(F)cc3Cl)n2)cc1	-2%	?	-2%

Compounds as they come; 18% or so of the library scored in one or more.
